# Screening results: PubChem BioAssay, Southern Research Specialized Biocontainment Screening Center
# M. tuberculosis: growth inhibition of non-replicating M. tuberculosis (AID 488890); Mycobacterium tuberculosis non-replicating, growth inhibition; higher % means a stronger effect; one-dose inhibition, % at 25 µM; IC50 in µM for titrated hits; actives 0.39% (n = 320,000); in the data active means a potency from the dose series; inconclusive means inhibition mostly from about 82% at the one dose, without a potency; inactive means the rest, 99 in 100 with inhibition below about 76%;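 further: plate controls were DMSO cells for no effect and high antibiotic wells for full effect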
# H1N1 NS1A inhibition: NS1A inhibition, H1N1 influenza, cell based functional assay (AID 504329); NS1A functional cell-based assay, percent inhibition; higher % means a stronger effect; actives 0.3% (n = 340,000); inhibition, % at 12.5 µM, or IC50 in µM where a hit was titrated; in the data active means a potency from the dose series; inconclusive means inhibition above about 27% without an active follow-up result; further: strong numbers were not always called active
# VEEV TC-83 Vero: inhibitors of VEEV TC-83 cytopathic effect, confirmation, Vero cells (AID 588727). inhibition, % at 20 µM, or IC50 in µM where a hit was titrated. Vero cells, VEEV TC-83 cytopathic effect inhibition; higher % means a stronger effect. actives 0.13% (n = 350,000); in the data active means a potency from the dose series; inconclusive means inhibition mostly from about 14% at the one dose, without a potency; inactive means the rest, 99 in 100 with inhibition below about 12%; further: strong numbers were not always called active
# Salmonella PhoP GFP: Inhibition of PhoP regulon, Salmonella typhi GFP reporter cells, confirmation, 4 h (AID 1850); inhibition, % at 50 µM; hits with a dose series show IC50 in µM; Salmonella Typhi PhoP-promoter GFP reporter, fluorescence, 4 h; higher % means a stronger effect; actives 0.33% (n = 310,000); in the data active means a potency from the dose series; inconclusive means inhibition mostly from about 25% at the one dose, without a potency; inactive means the rest, 99 in 100 with inhibition below about 19%;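 further: 0% = induced wells with vehicle and 100% = uninduced wells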
# M. tuberculosis HTS: M. tuberculosis growth inhibition, HTS (AID 449762) | M. tuberculosis H37Rv growth inhibition, 7H9 media; higher % means a stronger effect | inhibition, % at 25 µM; hits with a dose series show IC50 in µM | actives 0.59% (n = 330,000); in the data active means a potency from the dose series; inconclusive means inhibition above about 70% without an active follow-up result;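 further: bacterial growth assessed after seven days of incubation; strong numbers were not always called active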
# VEEV TC-83 Vero 10K pilot screen: second read-out of VEEV TC-83 Vero, no call of its own (marks repeat the call); inhibition, %; measured here: 10K pilot screen inhibition
# An asterisk follows results filed as active; i = inactive; u = inconclusive; x = not tested or not shown.
SMILES,M. tuberculosis,H1N1 NS1A inhibition,VEEV TC-83 Vero,Salmonella PhoP GFP,M. tuberculosis HTS,others
O=C(COC(=O)CNS(=O)(=O)c1ccc(F)c(F)c1F)NC1CC1,-10%,-7%,1.1%,3%,-5%,
S=c1[nH]nc(-c2cccc(Cl)c2)n1/N=C/c1ccc(-c2ccccc2Br)o1,1%,-12%,24%,-2%,5%,
CC(=O)N1CN(S(=O)(=O)c2ccc(C)cc2)CC1C (stereo unspecified),1%,1%,1.1%,5%,-2%,
CN(CC(=O)Nc1ccc(OC(F)F)cc1)S(=O)(=O)/C=C/c1ccccc1,19%,-8%,2.6%,x,-1%,
O=[N+]([O-])c1ccccc1S(=O)(=O)N1CCN(S(=O)(=O)c2ccc3c(c2)OCCO3)CC1,-3%,-12%,2.3%,x,2%,
O=C(c1ccco1)N1CCN(C(=O)C2CCN(S(=O)(=O)c3cccs3)CC2)CC1,8%,-6%,i,-7%,4%,
COc1ccc(Cl)cc1C(=O)NCCCSc1ccccc1,19%,-8%,2.9%,5%,-1%,
CSC1=NCCN1C(=O)C12CC3CC(CC(C3)C1)C2,-5%,-1%,4.6%,-3%,3%,
CC(C)c1ccc(OCC(=O)Nc2ccc(S(=O)(=O)Nc3ccccn3)cc2)cc1,2%,-4%,0.9%,16%,-10%,
Cc1ccc(S(=O)(=O)Nc2cc3c4c(c2)CCC(=O)N4CCC3)cc1,4%,2%,7.4%,-3%,30%,
c1ccc(-c2nnc3ccc(N4CCC5(CC4)OCCO5)nn23)cc1,16%,18%,1.8%,1%,-4%,
COc1ccc(C2/C=C\CN(C(=O)c3ccc(C)cc3)CC(=O)N2Cc2ccc(F)cc2)cc1 (stereo unspecified),20%,11%,1.5%,-5%,1%,
Cc1cccn2c(=O)c3cc(C(=O)NC4CCCC4)c(=N)n(CC4CCCO4)c3nc12 (stereo unspecified),10%,-3%,0.1%,8%,-2%,
CC(C)CC(=O)c1c[nH]c(C(=O)NCCCn2ccnc2)c1,-5%,-9%,0.8%,5%,-9%,
COc1ccc(CNCCc2c(C)[nH]c3ccc(OC(F)(F)F)cc23)c(OC)c1,u,6%,i,-3%,35%,
CCN(C(=O)CSc1nnc2ccccn12)C1CCS(=O)(=O)C1 (stereo unspecified),-11%,4%,i,-1%,5%,
CCC(=O)Nc1ccc(C(=O)COC(=O)C(CCSC)NC(=O)COc2ccccc2)cc1 (stereo unspecified),-7%,-1%,0.4%,4%,-2%,
O=C(Oc1ccc(/C=N/Nc2nc(N3CCCCC3)nc(N3CCCCC3)n2)cc1)c1ccco1,7%,0%,3.4%,-2%,13%,
CCN(CC)CCOC(=O)c1ccc(NC(=S)NC(=O)/C=C/c2ccco2)cc1,62%,x,x,-1%,42%,
CO[C@H]1CC[C@@]2(C)[C@@H](CC[C@@H]3[C@@H]2CC[C@@]2(C)[C@H]3C[C@H](C(=O)N[C@@H](CCCN=C(N)N)C(=O)NCC(=O)N[C@@H](CC(=O)O)C(N)=O)O[C@]23CCCO3)C1,x,0%,0.7%,x,x,
COc1ccc(S(=O)(=O)N(C)CC(=O)Nc2ccccc2C(F)(F)F)cc1,5%,9%,0.2%,-4%,-3%,
COc1ccc(NS(=O)(=O)c2cccc(-c3nnc4n3CCCCC4)c2)cc1,0%,-4%,1.6%,-7%,0%,
CCC(c1nnnn1Cc1ccc(F)cc1)N1CCN(C)CC1 (stereo unspecified),-6%,-7%,i,-13%,2%,
CCOc1cc(N2CCOCC2)c(OCC)cc1NC(=O)CCC1CCCC1,32%,6%,0.9%,7%,12%,
O=C(NC(=O)c1c(Cl)cccc1Cl)Nc1ccc(Oc2cccnc2)nc1,9%,x,0.7%,3%,-1%,
Oc1ccc(/C=N/n2c3ccccc3c3ccccc32)cc1,u,8%,1.9%,-10%,>100µM*,VEEV TC-83 Vero 10K pilot screen=0.2
CCCOc1ccc(C(=O)Nc2cc(S(=O)(=O)N3CCOCC3)ccc2N2CCN(CC)CC2)cc1OC,x,-12%,1.6%,x,x,
Cc1ccc2nc(N(CCN3CCOCC3)C(=O)CCS(=O)(=O)c3ccccc3)sc2c1,-12%,-12%,1.1%,0%,-4%,
CCOc1ccc(-c2nc(-c3cccnc3)no2)cc1,19%,-16%,4.2%,-7%,-2%,
CN1CCN(C(=O)c2ccc3c(=O)n(CCc4ccccc4)c(=S)[nH]c3c2)CC1,53%,-1%,1.8%,-19%,-3%,
C=CCn1c(O)c(C=Nc2ccc(F)cc2)c(=O)[nH]c1=O,-8%,-1%,1.2%,2%,-1%,
COc1ccc(CCC(=O)NNC(=O)c2cc(Cl)ccc2OC)cc1OC,-2%,2%,2.6%,17%,2%,
CCc1c(C)nc2c(-c3ccccc3)c[nH]n2c1=O,u,-6%,1.2%,3%,u,
Cc1ccc(-c2csc3nc(C(C)C)oc(=O)c23)c(C)c1,8%,-3%,1.5%,-4%,0%,
O=C1OCC2=C1C(c1ccc(F)cc1)c1cc3c(cc1N2)OCO3 (stereo unspecified),x,2%,7.7%,x,x,
O=C(c1cn(-c2ccccc2)nc1-c1cccs1)N1CCN(c2ccccc2)CC1,6%,5%,1.5%,-1%,-1%,
O=C1Nc2ccccc2/C1=N\c1sc2c(c1C(=O)Nc1ccccc1)CCCC2,6%,4%,1.8%,-6%,-7%,
CCN(CC)CCNCc1nc2ccccc2c(=O)n1-c1ccc(F)cc1,-15%,18%,0.1%,-5%,-14%,
COc1ccc(NC(=S)NNC(=O)Cn2nc(C(F)F)cc2C(F)F)cc1,-19%,-2%,1.1%,-10%,9%,
CC(CC(=O)Nc1ccc(Cl)c(S(=O)(=O)N2CCOCC2)c1)c1ccccc1 (stereo unspecified),x,-3%,5.5%,x,x,

# The last 2 records of the part before open the next one:
SMILES,M. tuberculosis,H1N1 NS1A inhibition,VEEV TC-83 Vero,Salmonella PhoP GFP,M. tuberculosis HTS,others
COc1ccc(NC(=S)NNC(=O)Cn2nc(C(F)F)cc2C(F)F)cc1,-19%,-2%,1.1%,-10%,9%,
CC(CC(=O)Nc1ccc(Cl)c(S(=O)(=O)N2CCOCC2)c1)c1ccccc1 (stereo unspecified),x,-3%,5.5%,x,x,
OC1(Cc2ccn[nH]2)CCCCC1,22%,x,x,15%,-4%,
COc1cccc(OC)c1C(=O)Nc1cc(C)on1,3%,-14%,i,-7%,-1%,
O=C(NC1=NCCS1)c1cccc(S(=O)(=O)N2CCOCC2)c1,11%,-4%,3.5%,x,-10%,
CCC(C)(C)C1CCC(=NNC(=S)Nc2cccnc2)CC1 (stereo unspecified),u,13%,i,-15%,7%,
O=C(O)c1ccccc1CSc1ncn[nH]1,6%,-17%,1.0%,1%,-5%,
O=C(c1cc2cc(Cl)ccc2o1)N1CCCCCC1,x,-8%,6.1%,x,x,
CS(=O)(=O)c1nc(-c2ccc(Br)cc2)cc(-c2ccccc2)c1C#N,3%,7%,10%,-3%,1%,
Cc1c(NC(=O)C(C)N2C(=O)NC3(CCC(C)CC3)C2=O)c(=O)n(-c2ccccc2)n1C (stereo unspecified),4%,-2%,i,5%,-1%,
CCCOc1ccc(C(CC(=O)O)NS(=O)(=O)c2ccc(NC(C)=O)cc2)cc1 (stereo unspecified),3%,1%,1.7%,-3%,0%,VEEV TC-83 Vero 10K pilot screen=0.3
O=C(/C=C/c1ccccc1)NCCSc1ccc(Cl)cc1,54%,0%,2.2%,-2%,7%,
CCCN(CCC)S(=O)(=O)c1ccc(C(=O)Nc2nc3c(s2)CCc2ccccc2-3)cc1,31%,-7%,i,-7%,1%,
COc1ccc(N(CC(=O)NCCSc2ccccn2)S(=O)(=O)c2ccccc2)cc1Cl,30%,0%,6.5%,0%,-9%,
CCN(CC)C(=O)CN(c1cc2c(cc1OC)oc1ccccc12)S(=O)(=O)c1ccccc1,6%,-3%,0.6%,2%,2%,
NC(=O)c1cc(S(=O)(=O)Nc2ccccc2)cs1,-12%,-4%,0.4%,-10%,-2%,
NC(=O)C1(Nc2ccccc2Cl)CCCC1,x,-1%,1.7%,x,x,
COc1ccc(OCCNC(=O)c2ccccc2OCC(=O)Nc2ccc(NC(C)=O)cc2)cc1,24%,22%,0.5%,-6%,-4%,
CCCn1c(CN2CCN(C(C)=O)CC2)nc2cc(S(=O)(=O)N(C)C)ccc21,-8%,-1%,i,-10%,3%,
O=C1CCSc2c1ccc1ccccc21,x,-6%,0.1%,x,x,
CCc1ccc(-c2cc(C(F)(F)F)n3nc(C(=O)Nc4cnn(Cc5ccccc5C)c4)cc3n2)s1,5%,10%,10%,-16%,4%,
Cc1ccc(OCCN2CCN(CC(O)Cn3c4ccccc4c4ccccc43)CC2)cc1 (stereo unspecified),u,x,x,-3%,u,

# An excerpt from above in order of number of heavy atoms, lowest first.
SMILES,M. tuberculosis,H1N1 NS1A inhibition,VEEV TC-83 Vero,Salmonella PhoP GFP,M. tuberculosis HTS,others
O=C1CCSc2c1ccc1ccccc21,x,-6%,0.1%,x,x,
NC(=O)C1(Nc2ccccc2Cl)CCCC1,x,-1%,1.7%,x,x,
COc1ccc(N(CC(=O)NCCSc2ccccn2)S(=O)(=O)c2ccccc2)cc1Cl,30%,0%,6.5%,0%,-9%,

# (cont.)
SMILES,M. tuberculosis,H1N1 NS1A inhibition,VEEV TC-83 Vero,Salmonella PhoP GFP,M. tuberculosis HTS,others
COc1ccc(OC)c(NS(=O)(=O)c2ccc3c(c2)CCC(=O)N3)c1,2%,-1%,0.9%,-4%,-4%,
COc1ccc(-n2c(Cc3cccn3C)nnc2SCC(=O)N2CCC(C)CC2)cc1,9%,5%,i,-10%,-1%,
CC(C)(C)c1ccccc1OCCCCCn1ccnc1,u,3%,0.9%,8%,u,
O=C(C[C@@H]1C/C=C/CCCC(=O)O[C@H](c2ccccc2)CNC1=O)N[C@H](CO)Cc1ccccc1,15%,-16%,0.9%,x,3%,VEEV TC-83 Vero 10K pilot screen=0.9
CCCCc1ccc(N=N/C(C(=O)Nc2ccc(NC(C)=O)cc2OC)=C(/C)O)cc1,60%,-1%,0.6%,-37%,u,
CCCN(c1ccc(C(C)C)cc1)S(=O)(=O)c1c(C)noc1C,x,5%,i,6%,-7%,
CCc1ccc(NC(=O)COc2ccc(/C=C(/C#N)c3nc4ccccc4[nH]3)cc2OC)cc1,-8%,7%,u,2%,-10%,
Cc1cccc(NS(=O)(=O)c2ccc3c(c2)Cc2cc(S(=O)(=O)Nc4cccc(C)c4C)ccc2-3)c1C,-5%,-2%,3.7%,4%,-2%,
CN(C)CCNc1oc(COc2ccc(Cl)cc2Cl)nc1C#N,16%,12%,3.6%,-3%,-2%,
C=CCn1c(=O)c(C(=O)NCCc2ccccc2)c(O)c2ccccc21,-5%,-3%,3.5%,1%,0%,
O=C(O)CCCCn1c(SCC(=O)Nc2ccccc2C(F)(F)F)nc2ccsc2c1=O,-22%,-5%,2.7%,2%,-12%,
CCC(=C(c1ccc(OC)cc1)c1ccc(OC)cc1)c1cn(CC(O)CN2CCN(C)CC2)c2ccccc12 (stereo unspecified),53%,28%,i,3%,u,VEEV TC-83 Vero 10K pilot screen=0.0
CCOC(=O)c1nnn(-c2nonc2N)c1-c1ccccc1,-1%,3%,i,-6%,1%,
O=C(/C=C/c1ccccc1)NCC(=O)N/N=C/c1ccco1,8%,4%,0.0%,-11%,-7%,
CN(CC(=O)Nc1c(Cl)cccc1Cl)C(=O)Cc1ccc2c(c1)CCC2,16%,-4%,1.8%,5%,4%,
CC1(C)Cc2c(cnn2-c2cccc(F)c2)C(NC(=O)CN2CCCC2=O)C1 (stereo unspecified),7%,0%,0.4%,-2%,0%,
Cc1c(NC(=O)CN2C(=O)NC3(CCCC3)C2=O)c(=O)n(-c2ccccc2)n1C,-8%,6%,1.0%,-17%,5%,
Cc1cc(C)c(S(=O)(=O)N2CCN(C(=O)C3CC3)CC2)c(C)c1,x,-4%,2.0%,x,x,
CCC(C)NC(=O)C(NS(=O)(=O)c1ccc2c(c1)c(=O)n(C)c(=O)n2C)c1ccccc1 (stereo unspecified),x,6%,1.4%,-11%,-8%,
COc1ccc(CNC(=O)C2CCC(=O)N(CC3CCCCC3)C2)cc1 (stereo unspecified),6%,-4%,0.2%,-5%,2%,
Nc1ccn(CC(=O)NCc2ccccn2)c(=O)n1,-16%,-5%,1.1%,x,-10%,
COC(=O)CCCC1=CC2=C(c3ccccc3)C(=O)C(C)(OC(=O)C3CCCC3)C(=O)C2=CN1CCCCO (stereo unspecified),6%,-2%,2.7%,5%,-2%,
